Screens (PubChem BioAssay)
Mtb BioA inh: blocks M. tuberculosis BioA enzyme activity. purified M. tuberculosis BioA enzyme, plate reader. inhibition, % at 9.99 µM. 360,000 tested, 0.096% active. AID 602481; in the data active means inhibition above about 40%
Starred values were filed as active, the others as inactive.

Preview (2 entries):
SMILES	Mtb BioA inh
C[C@@H]1CN([C@H](C)CO)C(=O)Cc2cc(NS(C)(=O)=O)ccc2O[C@@H]1CN(C)Cc1ccccc1	-0.2
C[C@@H]1CN([C@H](C)CO)C(=O)c2cc(NC(=O)Nc3ccc(F)cc3)ccc2O[C@@H](C)CCCCO[C@@H]1CN(C)Cc1ccc(Cl)c(Cl)c1	-2.4

All compounds of this part, repeating the preview:
SMILES	Mtb BioA inh
C[C@@H]1CN([C@H](C)CO)C(=O)Cc2cc(NS(C)(=O)=O)ccc2O[C@@H]1CN(C)Cc1ccccc1	-0.2
C[C@@H]1CN([C@H](C)CO)C(=O)c2cc(NC(=O)Nc3ccc(F)cc3)ccc2O[C@@H](C)CCCCO[C@@H]1CN(C)Cc1ccc(Cl)c(Cl)c1	-2.4
Cc1cccc(S(=O)(=O)N2CC[C@@H]3[C@H](CO)N(C)c4ccc(-c5cccc(C#N)c5)cc4[C@@H]32)c1	-1.3
C[C@@H]1CCCCO[C@@H](CN(C)C(=O)NC2CCCCC2)[C@H](C)CN([C@@H](C)CO)C(=O)c2cc(NC(=O)Cc3ccccc3)ccc2O1	-2.5
O=C(C[C@@H]1CC[C@@H]2[C@H](COC[C@H](O)CN2Cc2cc(F)cc(F)c2)O1)NCc1cccc(F)c1	-3.7
O=C(C[C@H]1CC[C@H]2[C@@H](COC[C@@H](O)CN2C(=O)c2ccc(F)cc2)O1)NCCCN1CCOCC1	-1.9
COc1ccc(CN(C)C[C@@H]2Oc3c(NC(=O)Nc4c(C)noc4C)cccc3C(=O)N([C@H](C)CO)C[C@H]2C)cc1	0.8
CN1c2ccc(-c3ccccc3F)cc2[C@H]2[C@H](CCN2S(=O)(=O)c2ccccc2)[C@@H]1CO	-1.1
O=S(=O)(c1ccc(F)cc1)N1CCCCN2[C@H](CO)[C@H](c3ccc(-c4ccccc4F)cc3)[C@@H]2C1	-4.8
C[C@@H]1CN([C@@H](C)CO)C(=O)c2cc(C#CC(C)(C)O)cnc2O[C@H]1CN(C)C(=O)C1CCOCC1	0.6
COc1ccc(NC(=O)N(C)C[C@@H]2Oc3ccc(NC(=O)CCCCCC(=O)Nc4ccccc4N)cc3CC(=O)N([C@H](C)CO)C[C@H]2C)cc1	-2.2
C[C@H]1CN([C@@H](C)CO)C(=O)c2cc(/C=C/c3ccccc3)cnc2O[C@H]1CN(C)C(=O)c1ccc(F)cc1	-0.7
C[C@@H]1CCCCO[C@@H](CN(C)C(=O)Nc2ccc(F)cc2)[C@@H](C)CN([C@H](C)CO)C(=O)c2cc(NC(=O)c3ccncc3)ccc2O1	-1.4
CNC[C@@H]1OCCCC[C@H](C)Oc2ccc(NS(=O)(=O)c3ccccc3)cc2C(=O)N([C@@H](C)CO)C[C@@H]1C	-1.5
COc1ccc(CN(C)C[C@H]2Oc3c(NS(C)(=O)=O)cccc3C(=O)N([C@@H](C)CO)C[C@H]2C)cc1	2.2
CCCNC(=O)C[C@H]1C[C@H]2c3cc(NC(=O)c4cccnc4)ccc3O[C@H]2[C@@H](CO)O1	17.3
O=C(C[C@@H]1CC[C@@H]2[C@H](COC[C@@H](O)CN2C(=O)Nc2ccc(Cl)c(Cl)c2)O1)NCc1ccncc1	-0.6
COc1ccccc1S(=O)(=O)N(C)C[C@H]1Oc2cc(/C=C/c3ccccc3)ccc2S(=O)(=O)N([C@@H](C)CO)C[C@@H]1C	-0.9
COCC(=O)N1C[C@@H](C)[C@H](OC)CN(C)C(=O)c2cc(NC(=O)c3ccc(F)cc3)ccc2OC[C@@H]1C	0.9
COc1ccc(S(=O)(=O)N(C)C[C@H]2Oc3ccc(NC(=O)c4ccncc4)cc3C(=O)N([C@@H](C)CO)C[C@@H]2C)cc1	0.1
CO[C@@H]1CN(C)C(=O)c2cc(NC(=O)c3ccc4c(c3)OCO4)ccc2OC[C@H](C)N(CCC(F)(F)F)C[C@H]1C	0.5
CC(C)CC#Cc1ccc2c(c1)O[C@@H](CN(C)Cc1ccc3c(c1)OCO3)[C@@H](C)CN([C@@H](C)CO)S2(=O)=O	-1.8
CC(C)C#Cc1ccc2c(c1)O[C@@H](CN(C)Cc1ccncc1)[C@H](C)CN([C@H](C)CO)S2(=O)=O	1.9
CN(C)c1ccc2c(c1)[C@@H]1C[C@@H](CC(=O)NCc3ccccn3)O[C@@H](CO)[C@@H]1O2	-1.6
CCCNC(=O)N(C)C[C@H]1Oc2ncc(/C=C/c3ccccc3)cc2C(=O)N([C@@H](C)CO)C[C@H]1C	-0.1

Structural class, the entries above containing a Cl atom (two)
SMILES	Mtb BioA inh
C[C@@H]1CN([C@H](C)CO)C(=O)c2cc(NC(=O)Nc3ccc(F)cc3)ccc2O[C@@H](C)CCCCO[C@@H]1CN(C)Cc1ccc(Cl)c(Cl)c1	-2.4
O=C(C[C@@H]1CC[C@@H]2[C@H](COC[C@@H](O)CN2C(=O)Nc2ccc(Cl)c(Cl)c2)O1)NCc1ccncc1	-0.6

Back to the main list with the 4 entries that preceded the break.
SMILES	Mtb BioA inh
CC(C)CC#Cc1ccc2c(c1)O[C@@H](CN(C)Cc1ccc3c(c1)OCO3)[C@@H](C)CN([C@@H](C)CO)S2(=O)=O	-1.8
CC(C)C#Cc1ccc2c(c1)O[C@@H](CN(C)Cc1ccncc1)[C@H](C)CN([C@H](C)CO)S2(=O)=O	1.9
CN(C)c1ccc2c(c1)[C@@H]1C[C@@H](CC(=O)NCc3ccccn3)O[C@@H](CO)[C@@H]1O2	-1.6
CCCNC(=O)N(C)C[C@H]1Oc2ncc(/C=C/c3ccccc3)cc2C(=O)N([C@@H](C)CO)C[C@H]1C	-0.1
COc1ccccc1C(=O)Nc1ccc2c(c1)C(=O)N(C)[C@@H]1CC[C@H](CC(=O)NCc3ccc(Cl)c(Cl)c3)O[C@H]1CO2	0.6
O=C(Nc1ccc(F)cc1)N[C@@H]1CC[C@H](CCNS(=O)(=O)c2ccccc2F)O[C@H]1CO	7.4
C[C@H](CO)N1C[C@H](C)[C@@H](CN(C)S(=O)(=O)c2ccc(Cl)cc2)Oc2c(NS(=O)(=O)c3ccccc3)cccc2C1=O	-6.2
CO[C@H]1CN(C)C(=O)c2cc(NC(=O)c3ccc(F)cc3)ccc2OC[C@@H](C)N(C)C[C@@H]1C	-0.4
Cc1ccc(S(=O)(=O)N(C)C[C@@H]2Oc3c(NC(=O)Nc4ccc(F)cc4)cccc3C(=O)N([C@H](C)CO)C[C@H]2C)cc1	0.6
Cc1cc(C(=O)Nc2cccc3c2O[C@@H](CN(C)Cc2ccncc2)[C@@H](C)CN([C@@H](C)CO)C3=O)n(C)n1	-2.4
COC(=O)C[C@H]1C[C@@H]2c3cc(NS(=O)(=O)c4ccccc4)ccc3O[C@@H]2[C@H](CO)O1	0.5
COc1ccc(S(=O)(=O)N(C)C[C@@H]2OCCCC[C@H](C)Oc3ccc(NC(=O)NC4CCCCC4)cc3C(=O)N([C@H](C)CO)C[C@H]2C)cc1	-4.2
C[C@@H]1CN([C@H](C)CO)C(=O)c2cc(NS(C)(=O)=O)ccc2O[C@@H](C)CCCCO[C@H]1CN(C)C(=O)Nc1ccccc1	-1.6
C[C@@H]1CCCCO[C@H](CN(C)C(=O)Cc2ccccc2)[C@@H](C)CN([C@@H](C)CO)C(=O)c2cc(NC(=O)Nc3ccc(C(F)(F)F)cc3)ccc2O1	-1.7
CO[C@H]1CN(C)C(=O)c2cc(NS(=O)(=O)CC(F)(F)F)ccc2OC[C@H](C)N(C(=O)c2ccc3c(c2)OCO3)C[C@H]1C	-1.2
C[C@@H]1CCCCO[C@H](CN(C)Cc2ccc(C(F)(F)F)cc2)[C@H](C)CN([C@H](C)CO)C(=O)c2cc(NC(=O)Nc3ccc4c(c3)OCO4)ccc2O1	0.5
O=C(C[C@@H]1CC[C@H]2NC[C@H](O)COC[C@@H]2O1)Nc1ccccc1	-1.9
CCCN(C)C[C@H]1Oc2ncc(Br)cc2C(=O)N([C@@H](C)CO)C[C@H]1C	-1.6
C[C@@H]1CN([C@@H](C)CO)C(=O)c2cc(NS(=O)(=O)c3ccc(F)cc3)ccc2O[C@@H]1CN(C)Cc1ccc(-c2ccccc2)cc1	-0.3
CN(C)C(=O)c1cccc(-c2ccc3c(c2)[C@@H]2[C@@H](CCN2Cc2ccccc2F)[C@@H](CO)N3)c1	21.9
CCC(=O)N[C@@H]1CC[C@@H](CC(=O)NCc2cc(F)cc(F)c2)O[C@@H]1CO	3.9
O=S(=O)(c1ccccc1F)N1CCCCN2[C@H](C1)[C@H](c1ccc(-c3ccccc3)cc1)[C@@H]2CO	-1.4
C[C@H]1CCCCO[C@H](CN(C)C(=O)Cc2ccccc2)[C@@H](C)CN([C@@H](C)CO)C(=O)c2cc(NC(=O)Nc3ccccc3)ccc2O1	-0.8
Cc1ccc(S(=O)(=O)N(C)C[C@@H]2OCCCC[C@@H](C)Oc3ccc(NC(=O)CCC(F)(F)F)cc3C(=O)N([C@H](C)CO)C[C@H]2C)cc1	-0.1
COCC(=O)N(C)C[C@@H]1Oc2ncc(C#CC(C)(C)O)cc2C(=O)N([C@@H](C)CO)C[C@H]1C	-0.8
C[C@@H](O)C#Cc1cnc2c(c1)C(=O)N([C@@H](C)CO)C[C@H](C)[C@H](CN(C)C(=O)Nc1ccc(C(F)(F)F)cc1)O2	-2.9
C[C@@H]1CN([C@@H](C)CO)C(=O)c2cc(NC(=O)C3CC3)ccc2O[C@H]1CN(C)C(=O)Nc1ccc(F)cc1	-0.3
C[C@@H]1CN([C@H](C)CO)S(=O)(=O)c2ccc(C#CCN(C)C)cc2O[C@H]1CN(C)Cc1ccc(F)cc1	4.4
O=C(C[C@H]1CC[C@@H]2[C@H](COC[C@@H](O)CN2C(=O)c2ccccc2)O1)NCc1cccc(F)c1	-2.9
Next part
SMILES	Mtb BioA inh
CC(=O)N(C)C[C@H]1[C@H](c2ccc(-c3ccc(F)cc3)cc2)[C@@H](CO)N1C(C)=O	-1.9
CNC(=O)C[C@H]1CC[C@H]2[C@@H](COC[C@@H](O)CN2C(=O)c2ccccn2)O1	1.9
C[C@@H]1CN([C@@H](C)CO)C(=O)c2cccc(NC(=O)Nc3ccc4c(c3)OCO4)c2O[C@H]1CN(C)C(=O)Nc1ccc(F)cc1	4.8
Cc1noc(C)c1NC(=O)N(C)C[C@H]1OCCCC[C@H](C)Oc2ccc(NS(=O)(=O)c3cccs3)cc2C(=O)N([C@@H](C)CO)C[C@H]1C	0.4
Cc1ccc(S(=O)(=O)N[C@H]2CC[C@H](CCNC(=O)C3CC3)O[C@H]2CO)cc1	-2.3
C[C@@H]1CN([C@H](C)CO)C(=O)c2cc(NC(=O)Cn3cnnn3)ccc2O[C@H]1CN(C)C(=O)Nc1ccccc1	5.3
CO[C@H]1CN(C)C(=O)c2cc(NS(=O)(=O)c3ccccc3)ccc2OC[C@@H](C)N(C)C[C@H]1C	-0.6
C[C@H]1C=C(C(=O)Nc2ccccc2)O[C@@H](OCc2ccc(CO)cc2)C1	-4.1
Cc1ccccc1-c1ccc([C@H]2[C@@H](CO)N3CCCCN(C(=O)Cc4ccccn4)C[C@@H]23)cc1	-0.3
COc1ccccc1C#Cc1cnc2c(c1)C(=O)N([C@H](C)CO)C[C@@H](C)[C@H](CN(C)C(=O)CC1CC1)O2	-0.9
C[C@H](CO)N1C[C@H](C)[C@H](CN(C)C(=O)Nc2cc(F)ccc2F)Oc2cc(C#CC3CCCC3)ccc2S1(=O)=O	0.2
C[C@H]1CN([C@@H](C)CO)C(=O)c2c(c3ccccc3n2C)-c2ccccc2CO[C@H]1CN(C)C(=O)CCN(C)C	-2.0
O=C(C[C@@H]1CC[C@@H]2[C@H](COC[C@H](O)CN2S(=O)(=O)c2ccc(Cl)cc2)O1)N[C@H]1CCN(Cc2ccccc2)C1	-2.7
C[C@@H]1CN([C@H](C)CO)S(=O)(=O)c2ccc(Br)cc2O[C@@H]1CN(C)S(=O)(=O)c1ccc(F)cc1	-0.7
Cc1noc(C)c1S(=O)(=O)Nc1ccc2c(c1)C(=O)N([C@H](C)CO)C[C@H](C)[C@@H](CN(C)Cc1ccncc1)O2	-0.8
Cc1noc(C)c1NC(=O)Nc1ccc2c(c1)C(=O)N([C@H](C)CO)C[C@@H](C)[C@H](CN(C)Cc1ccc(C(F)(F)F)cc1)OCCCC[C@H](C)O2	3.4
C[C@H]1CN([C@@H](C)CO)C(=O)c2cc(NS(=O)(=O)c3ccc(Cl)cc3)ccc2O[C@@H]1CN(C)Cc1ccc(C(=O)Nc2ccccc2N)cc1	-1.3
COc1ccc(NC(=O)N(C)C[C@@H]2Oc3ccc(NC(=O)Nc4c(C)noc4C)cc3C(=O)N([C@H](C)CO)C[C@H]2C)cc1	-0.9
COc1ccc(-c2ccc([C@H]3[C@@H](CO)N4CCCCN(C(=O)Cc5ccncc5)C[C@H]34)cc2)cc1	-3.2
COc1ccc(NC(=O)N(C)C[C@@H]2Oc3ncc(-c4cccc(F)c4)cc3C(=O)N([C@H](C)CO)C[C@@H]2C)cc1	0.9
CCC(=O)N1C[C@@H](C)[C@H](OC)CN(C)C(=O)c2cc(NC(=O)Nc3cccc(F)c3)ccc2OC[C@H]1C	1.3
CC(C)NC(=O)Nc1ccc2c(c1)CC(=O)N([C@H](C)CO)C[C@@H](C)[C@H](CN(C)C(=O)Nc1ccc3c(c1)OCO3)O2	0.7
CCC(=O)Nc1ccc2c(c1)OC[C@@H](C)N(C(=O)c1ccncc1)C[C@H](C)[C@H](OC)CN(C)C2=O	0.8
O=C(N[C@@H]1CC[C@@H](CCNS(=O)(=O)Cc2ccccc2)O[C@H]1CO)c1ccc2c(c1)OCO2	1.3
O=C(C[C@@H]1CC[C@@H]2[C@H](COC[C@@H](O)CN2Cc2cc(F)ccc2F)O1)NCc1ccc(Oc2ccccc2)cc1	0.8
C[C@@H]1CN([C@H](C)CO)C(=O)c2cc(C3=CCCC3)cnc2O[C@@H]1CN(C)Cc1ccc(F)cc1	-0.9
CO[C@@H]1CN(C)C(=O)c2cc(NS(=O)(=O)CC(F)(F)F)ccc2OC[C@@H](C)N(Cc2ccccn2)C[C@H]1C	-2.9
C[C@H]1CN([C@@H](C)CO)C(=O)c2cc(C#CCN(C)C)cnc2O[C@H]1CN(C)Cc1ccccc1	-0.1

Not all compounds are listed, so the mix of outcomes need not match the whole.
